Screens (PubChem BioAssay)
NCOA2 inhibitor: inhibits human steroid receptor coactivator 2 | Q15596 | HEK293 GAL4-SRC2 luciferase reporter, luminescence | inhibition, % at 9 µM | 0.17% of 370,000 active;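 active = inhibition above the mean inhibition of all tested compounds plus 3 SD, set per campaign, cut at about 52% in these data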;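 also: 0% = DMSO treated cells and 100% = cells given Gossypol at 36 µM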
NR2F2 inh: NR2F2 (human) inhibition, primary screen. P24468. HEK293T NGFI-A luciferase reporter, luminescence. inhibition, % at 8.6 µM. 0.7% of 370,000 active;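 active = inhibition above a per-plate cutoff, mean inhibition of test wells between control levels plus 3 SD, cut at about 38% in these data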;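 also: cells cotransfected with COUP-TFII expression vector driving the NGFI-A reporter; 0% = median of COUP-TF2 test wells and 100% = reporter-only cells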
MC4R barr agon: activates human MC4R beta-arrestin recruitment; P32245; U2OS MC4R beta-arrestin complementation, luminescence; percent of melanotan II response, DMSO zero; activation, % at 8.9 µM; 0.98% of 360,000 active;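 active = activation above a per-plate cutoff, the mean activation of sample wells on that plate plus 3 SD, cut at about 8% in these data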
MC4R antag cAMP: human MC4R antagonism in cAMP assay; P32245; MC4R-expressing cells, MTII-stimulated cAMP, LANCE TR-FRET; inhibition, % at 6.5 µM; 0.48% of 360,000 active; AID 540295;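 active = inhibition above its plate's cutoff, the mean of tested wells on that plate plus 3 SD, cut at about 29% in these data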;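 also: 0% = Melanotan II alone and 100% = Melanotan II plus saturating MCL0020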
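Material: U2OS-MC4R stable cell line | Reagent: Melanotan II challenge after compound preincubation | Doses: One concentration, 6.5 µM nominal | Incubation: 30-min compound preincubation, 1-h Melanotan II challenge, 1-h detection, room temperature | Signal: TR-FRET cAMP assay | Replicates: One well per compound, no replicates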
LMP1 NFkB inh: inhibitors of Epstein-Barr LMP1-induced NF-kappaB reporter; LMP1-induced NF-kappaB luciferase reporter cells, luminescence; inhibition, % at 12.5 µM; 0.69% of 350,000 active; in the data active = inhibition above about 41%;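 also: 0% = neutral control wells and 100% = reference inhibitor control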
NCOA1 inh: inhibits human SRC1 coactivator | 0.12% of 360,000 active | Q15788 | HEK293 GAL4-SRC1 luciferase reporter, luminescence | inhibition, % at 3.6 µM;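 active = inhibition above the campaign mean plus 3 SD, with each screening campaign given its own cutoff, cut at about 60% in these data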;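 also: 0% = DMSO treated cells and 100% = gossypol at 36 µM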
ABHD5 PLIN5 PPI: ABHD5-PLIN5 protein interaction inhibition | Split G. princeps luciferase complementation, luminescence, 4 h | inhibition, % at 4 µM | 0.78% of 360,000 active | AID 602281;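 active = inhibition above the mean inhibition across every tested compound plus 3 SD, cut at about 22% in these data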;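 also: 0% = DMSO only wells and the 100% control is not disclosed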
NOD2-RIPK2 inh: inhibitors of human NOD2-RIPK2 interaction; CHO BLA complementation NOD2-RIPK2, CCF4 ratio; 0.38% of 360,000 active; AID 624267; inhibition, % at 4.98 µM; in the data active = inhibition above about 21%;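 also: 0% = vehicle only and 100% = reference blocker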
SRC3 inh: inhibits human SRC3 coactivator. HEK293 GAL4-SRC3 luciferase reporter, luminescence. Q9Y6Q9. inhibition, % at 3.6 µM. 0.17% of 360,000 active;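 active = inhibition above a per-campaign cutoff, the mean of all compounds plus 3 SD, cut at about 60% in these data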;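 also: 0% = DMSO-treated cells and 100% = gossypol-treated cells at 36 µM; higher means less SRC3-driven luciferase light from the GAL4 reporter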
LRH-1 inv ag: suppresses constitutive activity of human LRH-1; O00482; HEK293T StAR-luciferase reporter, LRH-1 transfected, 24 h; inhibition, % at 3.6 µM; 0.13% of 360,000 active;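 active = inhibition above the mean inhibition of all tested compounds plus 3 SD, cut at about 73% in these data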;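 also: 0% = DMSO wells and 100% = reporter-only cells lacking LRH-1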
TLR9-MyD88 block: blocks human TLR9 binding to MyD88 | CHO BLA complementation TLR9-MyD88, CCF4 FRET ratio | 0.21% of 340,000 active | AID 504734 | inhibition, % at 4.98 µM;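 active = inhibition above the mean over all tested compounds plus 3 SD, cut at about 21% in these data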;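 also: 0% = DMSO only wells and 100% = clavulanate BLA inhibitor control wells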
Target sequence (Q99836 whole entry, looked up): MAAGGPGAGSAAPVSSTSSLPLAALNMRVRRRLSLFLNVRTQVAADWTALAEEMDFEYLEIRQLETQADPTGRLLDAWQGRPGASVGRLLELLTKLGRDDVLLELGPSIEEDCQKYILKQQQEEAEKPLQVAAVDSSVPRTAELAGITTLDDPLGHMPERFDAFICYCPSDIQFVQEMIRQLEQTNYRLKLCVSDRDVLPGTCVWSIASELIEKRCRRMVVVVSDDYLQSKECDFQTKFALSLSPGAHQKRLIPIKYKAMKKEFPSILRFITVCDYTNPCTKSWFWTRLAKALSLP
Target sequence (Q9NR96 whole entry, looked up): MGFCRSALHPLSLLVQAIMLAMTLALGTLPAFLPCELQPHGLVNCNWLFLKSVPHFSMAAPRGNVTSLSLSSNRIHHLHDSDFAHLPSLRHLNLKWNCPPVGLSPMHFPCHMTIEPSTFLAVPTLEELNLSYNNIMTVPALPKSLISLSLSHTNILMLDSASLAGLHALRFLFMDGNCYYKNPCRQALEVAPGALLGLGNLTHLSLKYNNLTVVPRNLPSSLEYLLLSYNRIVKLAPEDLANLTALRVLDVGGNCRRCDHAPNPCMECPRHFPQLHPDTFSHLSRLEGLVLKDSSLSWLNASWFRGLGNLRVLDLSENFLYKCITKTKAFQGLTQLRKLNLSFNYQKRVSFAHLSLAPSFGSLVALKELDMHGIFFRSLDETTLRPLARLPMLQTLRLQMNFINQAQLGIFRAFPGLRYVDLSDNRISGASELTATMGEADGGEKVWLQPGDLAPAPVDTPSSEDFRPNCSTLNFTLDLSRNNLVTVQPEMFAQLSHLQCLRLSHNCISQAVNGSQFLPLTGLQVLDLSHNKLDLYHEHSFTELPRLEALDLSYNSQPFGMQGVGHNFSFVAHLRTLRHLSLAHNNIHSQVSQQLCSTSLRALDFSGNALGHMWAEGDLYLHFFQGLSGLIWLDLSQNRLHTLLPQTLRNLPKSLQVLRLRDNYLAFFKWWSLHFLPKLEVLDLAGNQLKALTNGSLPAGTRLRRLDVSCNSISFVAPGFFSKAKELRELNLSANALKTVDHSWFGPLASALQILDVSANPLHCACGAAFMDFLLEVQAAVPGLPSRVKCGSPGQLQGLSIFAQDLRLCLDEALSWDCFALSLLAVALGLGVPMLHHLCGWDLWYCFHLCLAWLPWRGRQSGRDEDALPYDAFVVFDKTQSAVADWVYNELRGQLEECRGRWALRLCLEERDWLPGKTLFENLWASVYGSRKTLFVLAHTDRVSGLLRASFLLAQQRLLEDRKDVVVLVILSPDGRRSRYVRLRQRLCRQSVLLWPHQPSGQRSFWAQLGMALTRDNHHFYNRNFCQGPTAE
* = called active by the depositor; / = not tested or not shown. A portion of the library, so the mix of outcomes need not match the whole.

SMILES	NCOA2 inhibitor	NR2F2 inh	MC4R barr agon	MC4R antag cAMP	LMP1 NFkB inh	NCOA1 inh	ABHD5 PLIN5 PPI	NOD2-RIPK2 inh	SRC3 inh	LRH-1 inv ag	TLR9-MyD88 block
Cc1ccc(C(=O)Nc2cccc(C(=O)O)c2)cc1S(=O)(=O)N1CCOCC1	-34	-26	1.6	1	14	-31	0	-3	-15	-53	-3
CN(C)Cc1c(C(C)(C)O)[nH]c2ccc(C(F)(F)F)cc12	13	-6	0.7	0	4	-17	-2	6	7	-12	-2
COc1ccccc1NC(=O)CSc1nc2ccccc2cc1Cc1ccccc1	14	-3	-1.6	7	-9	3	0	-2	5	1	9
COc1ccc(-c2cc(N3C(=O)Nc4ccccc4N3O)n[nH]2)cc1OC	17	-12	-0.6	-2	-1	3	-3	0	19	10	3
CCC(Cc1ccccc1)NS(=O)(=O)c1c(C)nc2sccn2c1=O (stereo not given)	13	-24	-1.1	7	0	-9	1	7	4	-2	4
CC(C)(C)C(=O)Nc1nc(C2CCCN2S(=O)(=O)c2ccc(Cl)cc2)cs1 (stereo not given)	14	8	-0.4	14	3	-21	-5	-2	16	3	-3
Cc1ccc(Cl)cc1N1CCN(C(=O)C2CCN(S(C)(=O)=O)CC2)CC1	-2	1	-1.1	14	7	-9	7	-9	9	-8	-6
CSc1ccccc1OCc1cc(C(=O)NCc2csc(C(C)C)n2)no1	-18	-16	3.1	13	-1	6	-3	-1	-8	-31	1
CC(=O)c1ccc(O)c(CC=C(C)C)c1O	15	29	3.4	-3	10	-5	4	-14	-12	-7	6
CC(C)CC(NC(=O)c1ccc(Cl)cc1)C(=O)OCC(=O)c1ccc2c(c1)NC(=O)CO2 (stereo not given)	17	24	1.6	6	-24	1	-6	8	7	14	3
O=C(Nc1ccccc1NC(=O)c1csnn1)c1csnn1	-23	-2	-3.0	4	1	-6	0	2	-5	0	-4
CCOc1ncccc1C(=O)OCC(=O)Nc1ccc2c(c1)CCC2	-3	-11	-0.6	10	0	7	1	-2	9	-7	-3
CC1CCCCC1NCc1cccc([N+](=O)[O-])c1 (stereo not given)	-11	-4	0.7	5	-10	12	6	-3	6	-11	-14
N#CC1=C(N)NC(SCC(=O)c2ccccc2)=C(C#N)C12CCCC2	-4	-16	-0.3	-3	14	-47	-4	-12	-21	15	1
CCS(=O)(=O)N1CCC(NC(=O)C(Cc2ccc(OC)c(OC)c2)NC(C)=O)CC1 (stereo not given)	-3	-20	-0.2	5	9	-10	0	-5	4	6	7
CC(C)COC(=O)N1CCCC1C(=O)Nc1nccs1 (stereo not given)	11	2	3.6	-5	5	-7	1	-1	14	2	-7
O=C(Nc1ccccc1C(F)(F)F)c1ccc(F)c(S(=O)(=O)N2CCOCC2)c1	-7	-10	-0.6	18	6	-22	-4	-5	0	-12	0
CS(=O)(=O)N1CCCCC1c1cc(C(=O)NCc2ccccc2)no1 (stereo not given)	-3	-18	0.3	-3	/	9	-2	-12	-14	0	/
CC(C)Oc1cccc(C(=O)C2CCCN(C(=O)CCn3cnnn3)C2)c1 (stereo not given)	-21	-2	-0.7	8	-5	-74	-2	3	4	-21	6
CCC(=O)OCc1cc2cccc(C)c2[nH]c1=O	-1	-11	0.3	7	-6	7	5	-8	7	-1	3
CCOC(=O)C1(C)CCCN(C(=O)c2cccc(C#N)c2)C1 (stereo not given)	-26	-10	0.1	0	/	-7	1	5	-20	-18	/
COc1ccc(NC(=O)Cn2c3ccc(OC)cc3c3nc4n(c(=O)c32)CCS4)cc1	-33	0	-1.2	-5	/	-5	10	6	-3	12	1
CCOC(=O)c1cccnc1SC(CC)C(=O)NCc1ccco1 (stereo not given)	14	-2	-2.1	2	-1	7	-2	-9	-16	5	4
CCOC(=O)C1(CCOc2ccccc2)CCN(Cc2ccc(O)c(OCC)c2)CC1	26	16	3.1	-3	8	13	2	1	10	-2	1
Cc1ccccc1C(=O)NNC(=O)CSc1nc2ccccc2c(=O)[nH]1	-13	-9	-1.0	7	-1	-23	4	-16	5	2	4
COc1cc(-c2csc(CCn3nc(C)cc3C)n2)cc(OC)c1OC	-30	7	-1.5	9	0	5	-1	2	20	1	8
COc1ccc(-c2nc(-c3cccnc3)no2)cc1	-71	-50	-1.5	6	-19	-77	-2	-7	-107	-141	5
COc1cccc(C2CC(c3ccccc3Cl)Nc3ncnn32)c1 (stereo not given)	-27	20	-2.4	0	7	-8	4	9	7	-33	-12
COc1ccc(-c2cc(C(F)(F)F)nc(SCC(=O)N3CCOCC3)n2)cc1OC	-17	2	-1.3	4	-8	8	-6	-2	-3	19	-6
CCC(c1nnc(SCC(=O)Nc2nnc(-c3ccccc3)o2)n1Cc1ccccc1)N(C)C (stereo not given)	-23	-4	-1.2	1	-3	-28	-11	4	-11	-9	2

Complete entries, looked up by structure. Order of values: NCOA2 inhibitor | NR2F2 inh | MC4R barr agon | MC4R antag cAMP | LMP1 NFkB inh | NCOA1 inh | ABHD5 PLIN5 PPI | NOD2-RIPK2 inh | SRC3 inh | LRH-1 inv ag | TLR9-MyD88 block
`CCOC(=O)C1(CCOc2ccccc2)CCN(Cc2ccc(O)c(OCC)c2)CC1` is listed with 26 | 16 | 3.1 | -3 | 8 | 13 | 2 | 1 | 10 | -2 | 1
`COc1cc(-c2csc(CCn3nc(C)cc3C)n2)cc(OC)c1OC` is listed with -30 | 7 | -1.5 | 9 | 0 | 5 | -1 | 2 | 20 | 1 | 8
`CCC(c1nnc(SCC(=O)Nc2nnc(-c3ccccc3)o2)n1Cc1ccccc1)N(C)C` (stereo not given) is listed with -23 | -4 | -1.2 | 1 | -3 | -28 | -11 | 4 | -11 | -9 | 2
`CCOC(=O)c1cccnc1SC(CC)C(=O)NCc1ccco1` (stereo not given) is listed with 14 | -2 | -2.1 | 2 | -1 | 7 | -2 | -9 | -16 | 5 | 4
`COc1ccc(-c2nc(-c3cccnc3)no2)cc1` is listed with -71 | -50 | -1.5 | 6 | -19 | -77 | -2 | -7 | -107 | -141 | 5

At a glance, some entries already given.
SMILES	NCOA2 inhibitor	NR2F2 inh	MC4R barr agon	MC4R antag cAMP	LMP1 NFkB inh	NCOA1 inh	ABHD5 PLIN5 PPI	NOD2-RIPK2 inh	SRC3 inh	LRH-1 inv ag	TLR9-MyD88 block
COc1ccc(-c2nc(-c3cccnc3)no2)cc1	-71	-50	-1.5	6	-19	-77	-2	-7	-107	-141	5
COc1cccc(C2CC(c3ccccc3Cl)Nc3ncnn32)c1 (stereo not given)	-27	20	-2.4	0	7	-8	4	9	7	-33	-12

Continuation.
SMILES	NCOA2 inhibitor	NR2F2 inh	MC4R barr agon	MC4R antag cAMP	LMP1 NFkB inh	NCOA1 inh	ABHD5 PLIN5 PPI	NOD2-RIPK2 inh	SRC3 inh	LRH-1 inv ag	TLR9-MyD88 block
COc1cccc(NS(=O)(=O)c2ccc3c(c2)NC(=O)C(C)S3)c1 (stereo not given)	11	18	-1.2	-2	10	4	0	-14	9	9	-7
c1ccc(N2CCN(Cc3ccnc4ccccc34)CC2)cc1	25	5	-0.7	-10	15	20	4	-9	25	6	1
Cc1cccc(C)c1OCC(=O)Nc1cccc(S(=O)(=O)N2CCCC2)c1	9	21	-0.3	11	7	-3	4	8	-12	-6	6
CCc1ccc(-c2cc(C)no2)cc1S(=O)(=O)Nc1ccccn1	7	-20	-2.9	3	0	5	1	-4	5	13	-8
O=C(NCc1ccccc1)N1CCC(CO)(CCc2ccccc2)CC1	-16	15	0.1	-3	1	17	1	-8	10	11	0
O=C(CCCOc1ccccc1)Nc1ccc(S(=O)(=O)Nc2ccccn2)cc1	/	/	0.9	13	-7	-2	0	-13	8	-6	3
Oc1ccc(/C=C/c2nc(-c3ccccc3O)n(-c3ccccc3)n2)cc1	-11	0	2.6	1	-15	1	-10	-12	-1	17	6
CCn1c(CCNC(=O)c2cccs2)nnc1SCC(=O)NC1CCCCC1	-21	1	-1.8	0	20	-5	6	2	19	8	2
COc1ccc(NS(=O)(=O)c2cc(C(=O)O)ccc2C)cc1	-5	-26	-0.1	-7	1	1	17	-3	23	-12	4
CCCCCCCCN1C(=O)[C@H](CC(=O)NCCC(C)C)C[C@@]2(C(=O)OC)CC(C)(C)CC=C12	7	-3	/	/	/	/	9	-19	/	-2	/

Brought forward from above: two entries, then new ones.
SMILES	NCOA2 inhibitor	NR2F2 inh	MC4R barr agon	MC4R antag cAMP	LMP1 NFkB inh	NCOA1 inh	ABHD5 PLIN5 PPI	NOD2-RIPK2 inh	SRC3 inh	LRH-1 inv ag	TLR9-MyD88 block
COc1ccc(NS(=O)(=O)c2cc(C(=O)O)ccc2C)cc1	-5	-26	-0.1	-7	1	1	17	-3	23	-12	4
CCCCCCCCN1C(=O)[C@H](CC(=O)NCCC(C)C)C[C@@]2(C(=O)OC)CC(C)(C)CC=C12	7	-3	/	/	/	/	9	-19	/	-2	/
O=C(c1ccc(F)cc1)c1ccc(CN2C(=O)c3ccccc3C2=O)o1	-16	0	-2.2	-1	5	-5	-3	-7	11	-3	-3
Cc1ccc(S(=O)(=O)N(CC(O)CN2CCOCC2)c2cccc([N+](=O)[O-])c2)cc1 (stereo not given)	10	18	-0.7	10	-6	4	0	-3	3	-22	-15
Cc1cc(NC(=O)Nc2ccc(Cl)c(Cl)c2)n(-c2ccccc2)n1	-2	-14	-1.6	16	7	-7	0	0	4	-17	0
CCc1nnc(NS(=O)(=O)c2ccc(NC(=O)c3cccc(Cl)c3)cc2)s1	-3	8	-0.1	9	-43	-10	-4	3	7	-29	4
COc1ccc(C(=O)c2[nH]c(N)c(C(=O)NCCc3c[nH]c4ccccc34)c2-c2ccc(Cl)cc2)cc1	-2	1	/	/	/	/	-9	8	/	13	/
O=C(COC(=O)CSc1ccc([N+](=O)[O-])cc1)NCCC1=CCCCC1	19	0	-3.2	7	4	-8	0	6	-7	12	2
Clc1ccc(-c2csc(N/N=C/c3ccco3)n2)cc1	-15	-2	-1.6	8	-29	-35	-3	-5	-10	-20	10
COc1cc(C(=O)N2CCN(c3cc(Cl)ccc3Cl)CC2)cc(OC)c1OC	-4	-1	-0.6	-26	2	-17	5	8	6	16	-2
O=C(NCc1cccnc1)c1ccc(COc2ccccc2Br)cc1	15	2	0.1	1	15	-2	6	-10	-8	15	-3
COc1ccc(N2C(=O)CC(Nc3ccc(F)cc3)C2=O)c([N+](=O)[O-])c1 (stereo not given)	-37	-8	-2.2	5	9	12	0	5	17	-4	-18
CC(C)N(CC(N)=O)C(=O)c1sc2cc(F)ccc2c1Cl	4	5	5.6	0	-2	3	18	0	11	3	5
C=CCn1c(SCC(=O)N2CCOCC2)nc2sc(CC)cc2c1=O	14	7	-0.4	1	-1	-3	1	-6	19	11	2
CCC[C@H](CN[C@@H](CNC)[C@H](C)O)NCCc1ccc(OC)cc1	-35	-6	-0.6	2	-4	-7	-1	0	-2	0	5
